H9c2 TAG inh – triacylglycerol accumulation inhibition; H9c2 cells, Nile Red lipid (TAG) fluorescence; cells loaded with 200 µM oleic acid; 230,000 tested, 0.66% active; inhibition, % at 12.5 µM;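 active = pattern-corrected inhibition of lipid staining of at least 50% with the nuclear-stain viability signal not falling by more than 50%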;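 also: 0% = DMSO wells and 100% = triacsin C control wells; some results filed as inactive read as strong as hits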
H9c2 TAG inh DAPI viability – recorded beside H9c2 TAG inh, whose call it bears; DAPI nuclei signal change (viability), lower = more cytotoxic, %;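 whole-well DAPI fluorescence read on a plate reader as a viability signal; minus 50 percent equals half of cells still viable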
An asterisk follows results filed as active.

SMILES	H9c2 TAG inh	H9c2 TAG inh DAPI viability
C/C(=N\Nc1nc2ccccc2[nH]1)c1ccc(N2CCOCC2)cc1	2	-11
COc1ccc(C2=CCCC2)c(OC)c1	-1	4
Cc1cc(C)n(CC(=O)O)n1	-12	12
Cn1cccc1/C=N/NC(=O)Cc1cccs1	-3	6
Cc1cc(N2CCCCC2)nc(N2CCOCC2)n1	-16	16
COc1ccc(NC(=O)C(=O)N/N=C(\C)CC(=O)Nc2cc(C)ccn2)c(OC)c1	-11	8
CC(C)CCN(C(=S)NC(=O)C1CCCCC1)c1c(N)n(Cc2ccccc2)c(=O)[nH]c1=O	6	5
Cc1cc(C)c(S(=O)(=O)c2ccccc2)c(OC(=O)c2ccc(Cl)cc2Cl)n1	8	13
FC(F)(F)c1cccc(N2CCC(N=CN3CCCCCC3)=N2)c1	3	6
CCOC(=O)c1cnc2ccc(C)cc2c1Sc1ccc(F)cc1	-59	3
Cn1c(CNC(=O)c2ccc(Cl)cc2)nnc1SCC(=O)Nc1sc2c(c1C#N)CCCC2	6	-1
CCN(CC)CCn1c2c(c(SCC(=O)Nc3ccccc3Cl)nc1=O)CCCC2	-11	-10
CC(=O)N1CCc2cc(S(=O)(=O)NCCCOC(C)C)ccc21	-33	16
CCCCn1c(N)c(N(CCC(C)C)C(=O)CSc2nnc(C)s2)c(=O)[nH]c1=O	-15	19
Nc1ccc(S(=O)(=O)c2ccc(N)nc2)cc1	3	-1
CC1CCN(c2nc3c(cc2C#N)COC(C)(C)C3)CC1	-7	61
CN(C(=O)c1ccc(C#N)cc1)c1nnc(-c2cnccn2)s1	-4	-2
COc1ccc(NC(=S)NCc2ccc(S(N)(=O)=O)cc2)cc1OC	-19	0
CCOC(=O)N1CCN(C(=O)c2ccc(Oc3ccc([N+](=O)[O-])cc3)cc2)CC1	-13	6
N#C/C(=C\c1c(N2CCOCC2)nc2ccccn2c1=O)S(=O)(=O)c1ccccc1	4	-2

The closing seven records of the part before are carried over, then new ones follow:
SMILES	H9c2 TAG inh	H9c2 TAG inh DAPI viability
CCCCn1c(N)c(N(CCC(C)C)C(=O)CSc2nnc(C)s2)c(=O)[nH]c1=O	-15	19
Nc1ccc(S(=O)(=O)c2ccc(N)nc2)cc1	3	-1
CC1CCN(c2nc3c(cc2C#N)COC(C)(C)C3)CC1	-7	61
CN(C(=O)c1ccc(C#N)cc1)c1nnc(-c2cnccn2)s1	-4	-2
COc1ccc(NC(=S)NCc2ccc(S(N)(=O)=O)cc2)cc1OC	-19	0
CCOC(=O)N1CCN(C(=O)c2ccc(Oc3ccc([N+](=O)[O-])cc3)cc2)CC1	-13	6
N#C/C(=C\c1c(N2CCOCC2)nc2ccccn2c1=O)S(=O)(=O)c1ccccc1	4	-2
COc1ccc(N2CCN(c3nc(Cl)nc(N4CCOCC4)n3)CC2)cc1	2	3
C=CCn1c(O)c(C=Nc2ccccc2)sc1=S	-11	6
CCc1nc2c(OCCOC)cccn2c1N(C)C(=O)c1ccc(C)cc1	-12	-1
CC1(C)CC(=O)C=C(c2n[nH]nc2C2CC2)C1	11	3
CCOc1ccccc1C(=O)NCC(=O)OCC(=O)c1ccc2c(c1)OCCO2	5	6
O=C(NCCS(=O)(=O)c1ccc(Br)cc1)c1ccc(Cl)cc1	2	-3
Cc1nonc1NCn1nnc2ccccc21	-9	-12
Cc1ccc(S(=O)(=O)Nc2cccc(C(=O)NCC(c3ccco3)N3CCCCC3)c2)cc1F (stereo unspecified)	10	1
c1ccc(CN2CC[C@@H](Nc3nccn4ccnc34)C2)cc1	-1	0
CC1(C)CC(=O)C=C(c2ccc(COC(=O)Cc3ccccc3)cc2)C1=O	5	5
CCCc1cc(=O)[nH]c(SCC(=O)Nc2ccc(C)cc2)n1	12	-4
Cc1c(C(=O)NNC(=O)c2cccnc2)cccc1[N+](=O)[O-]	-2	-3
CCCNC(=O)C(Cc1cccc(Br)c1)NC(=O)c1ccc(C#N)cc1 (stereo unspecified)	-2	-33
O=S(=O)(NCc1cc(-c2ccccc2Cl)no1)c1ccc(Cl)cc1	-9	-2
COc1ccc(NC(=O)C(c2ccc(OC)cc2)N(C)C(=O)c2cnccn2)cc1 (stereo unspecified)	15	-13
Cc1cc(C)c(C(=O)Nc2cccc(F)c2)c(Cl)n1	15	-2
O=C(CN1C(=O)NC(CCc2ccccc2)C1=O)Nc1ccccc1C(F)(F)F (stereo unspecified)	4	-4
CC(=O)Nc1ccc(C(=O)OCC(=O)Nc2c(C)n(C)n(-c3ccccc3)c2=O)cc1	-5	8
COCCn1c(CN2CCN(c3cccc(Cl)c3)CC2)nc2c1c(=O)n(C)c(=O)n2C	-29	12
COC(=O)c1ccccc1NC(=O)CSCC(=O)Nc1ccccc1	-5	2

Continued; it opens with the two that closed the last part.
SMILES	H9c2 TAG inh	H9c2 TAG inh DAPI viability
COCCn1c(CN2CCN(c3cccc(Cl)c3)CC2)nc2c1c(=O)n(C)c(=O)n2C	-29	12
COC(=O)c1ccccc1NC(=O)CSCC(=O)Nc1ccccc1	-5	2
Nc1nnc(SCC(=O)N2CCN(c3ccccc3)CC2)s1	6	1
Cc1ccc(S(=O)(=O)N2CCN(C)CC2)cc1C	3	-13
CCCCCC1CCC(c2ccc(/C(N)=N/O)cc2)CC1 (stereo unspecified)	25	-1
CCCn1cc(CN2CCC(n3nccc3NC(=O)c3ccccc3)CC2)c(C)n1	-4	1
Fc1ccc(-c2csc(NC3=NCCC3)n2)cc1	0	3
CN(Cc1cccnc1)C(=O)CC1C(=O)NCCN1CC(c1ccccc1)c1ccccc1 (stereo unspecified)	-5	6
O=C(CSc1ncc(C(=O)O)n1-c1ccc(F)cc1)NCc1ccc2c(c1)OCO2	-8	-13
Cc1ccc2cc3c(NC(=O)c4cccnc4)nn(C)c3nc2c1	14	-6
Cn1nc(-c2ccccc2)cc1NC(=O)Nc1ccccc1F	-11	9
Cn1cc(C=O)c2cc(F)ccc21	11	-5
CCCc1cc(=O)[nH]c(SCC(=O)c2ccc(S(=O)(=O)N3CCCC3)cc2)n1	-12	1
NC(=O)Cn1cc(/C=N/NC(=O)c2ccc(Cn3cc(Cl)cn3)o2)c(-c2ccccc2)n1	14	-1
CC1(C)CC(=O)C(C=Nc2ccccc2Sc2ccccc2)=C(O)C1	7	-11
COc1ccccc1C(C)NC(=O)Cc1ccc(S(=O)(=O)N2CCOCC2)s1 (stereo unspecified)	-20	7
COc1ccc(OCC(=O)NCCCCCCNC(=O)COc2ccc(OC)cc2)cc1	-7	3
O=C(CN1C(=O)c2ccccc2C1=O)NCC(=O)OCC(=O)c1cccc([N+](=O)[O-])c1	-1	4
CC(C)c1nnc(NC(=O)CC(=O)Nc2ccccc2C(=O)O)s1	-47	4
COc1ccc(N2CCN(C(=S)NCc3ccc(C)cc3)CC2)cc1	0	4
O=C(CCNS(=O)(=O)c1ccccc1Cl)OCc1nnc(-c2ccccc2Cl)o1	8	-10
O=c1c2ccccc2nc2n1CCCCN2	-4	-2
Cc1cc(NC(=O)CCC(=O)N(c2ccc(F)cc2)C(C(=O)NC2CCCC2)c2ccncc2)no1 (stereo unspecified)	-8	0
CC(C)OC(=O)N(C)C[C@H]1OCc2cn(nn2)CCCC(=O)N([C@H](C)CO)C[C@@H]1C	-3	4
Cc1c(-c2cccc(NC(=O)c3cccs3)c2)nc2ncccn12	2	106
Cc1nn(-c2ccccc2)c(Cl)c1/C=N/NC(=O)c1ccccc1NS(=O)(=O)c1cccs1	0	-5
CN(C)NC(=O)c1ccc([N+](=O)[O-])s1	3	3
Cc1ccc(NC(=O)C2CCCC2)cc1S(=O)(=O)N1CCOCC1	-2	-6
COc1ccc(-n2ncc(C(C)NS(=O)(=O)c3cccs3)c2C)cc1 (stereo unspecified)	12	3
CSc1nc(C)[nH]c(=O)c1C#N	-1	-1
O=C(CCNC(=O)c1ccc(Br)cc1)NCC1CCCO1 (stereo unspecified)	-9	11
O=C(COC(=O)c1ccccc1)c1ccc(S(=O)(=O)N2CCCCC2)cc1	-51	-1
O=C1CC(SCCc2nc3ccccc3[nH]2)C(=O)N1c1ccc(F)c(Cl)c1 (stereo unspecified)	11	-4
CCNC(=O)CSc1nnc(C2CC2)n1-c1ccccc1	-6	1
COC(=O)c1cc(Br)c(=O)n(-c2ccccn2)c1	-1	-6
Cc1onc(-c2ccccc2Cl)c1C(=O)Nc1ccc(S(=O)(=O)Nc2nccs2)cc1	-5	-5
CCOc1ccccc1C(=O)N(CCC(=O)OC)c1ccccn1	-5	-3
CCOC(=O)c1sc(-c2ccc(Cl)cc2Cl)nc1O	-12	10
CCc1ccc(NC(=O)C2CC(=O)Nc3ncnn32)cc1 (stereo unspecified)	-9	3
COc1ccc(NC(=S)N(CCc2c(C)[nH]c3ccc(C)cc23)Cc2cccs2)cc1	13	9
CS(=O)(=O)N(CC(=O)N/N=C/c1cc([N+](=O)[O-])ccc1Cl)c1ccccc1	-11	-2
Cc1ccc(Cl)cc1NS(=O)(=O)N1CCOCC1	6	-7

Among those listed so far, these contain bromine.
SMILES	H9c2 TAG inh	H9c2 TAG inh DAPI viability
O=C(NCCS(=O)(=O)c1ccc(Br)cc1)c1ccc(Cl)cc1	2	-3
CCCNC(=O)C(Cc1cccc(Br)c1)NC(=O)c1ccc(C#N)cc1 (stereo unspecified)	-2	-33
O=C(CCNC(=O)c1ccc(Br)cc1)NCC1CCCO1 (stereo unspecified)	-9	11
COC(=O)c1cc(Br)c(=O)n(-c2ccccn2)c1	-1	-6

(more compounds)
SMILES	H9c2 TAG inh	H9c2 TAG inh DAPI viability
CC(=O)Nc1ccc(NC(=O)CSc2nc(N)c(NC(=O)c3ccccc3F)c(=O)[nH]2)cc1	19	-2
Cc1oc(-c2ccc(Cl)cc2)cc1C(=O)/C(C#N)=C/Nc1cccc(OC(F)(F)F)c1	-3	9
Cc1ccc(C(=O)Nc2nc3ccc(Cl)cc3s2)o1	-4	1
CC(C)C(=O)N1CCC1(C)C(=O)Nc1nc2ccccc2[nH]1 (stereo unspecified)	0	-1
COc1ccc(C2/C=C\CN(C(=O)CC(C)(C)C)CC(=O)N2Cc2ccc(F)cc2)cc1 (stereo unspecified)	6	-9
CC(=O)c1cn(-c2ccc([N+](=O)[O-])cc2)c(=O)n(C)c1=O	8	-12
O=S(=O)(c1cccc(S(=O)(=O)N2CCC(n3nnc4ccccc43)CC2)c1)N1CCCCC1	-4	11
Nc1nc(COC(=O)c2ccc3c(c2)OCCO3)nc(Nc2ccccc2)n1	-24	1
COc1cc(OC)cc(C(=O)Nc2ccc(C(=O)Nc3ccccc3OC)cc2)c1	-7	-3
CN1C(=O)CC(N2CCN(CCN=CC3=C(O)CC(C)(C)CC3=O)CC2)C1=O (stereo unspecified)	11	1
CC(=O)OC1c2ccccc2C(=O)N1Cc1ccccc1Cl (stereo unspecified)	12	-11
CC1CCC(NC(=O)CN(C)CC(=O)Nc2ccc(F)cc2)CC1 (stereo unspecified)	-2	-5
CC(C)c1ccc(NC(=O)CSc2n[nH]c(=O)n2Cc2ccco2)cc1	-31	4
COc1ccc(/C=C/C(O)=C2/C(=O)NC3(C)CC2c2ccccc2O3)c(OC)c1OC (stereo unspecified)	-8	5
Cc1ccc(N=C2NC(=O)CS2)c(C)c1	-29	-7
CCOC(=O)c1nn(-c2cccc(C)c2)c2nc(-c3ccccc3)c(C#N)c(=O)n12	14	11
CCOC(=O)C1CCNC(=O)C1=O (stereo unspecified)	0	-7
O=C(C1COc2ccccc2O1)N1CCn2c(nc3ccccc32)C1 (stereo unspecified)	-6	6
O=C(CSc1nnc(-c2cccnc2)n1Cc1ccco1)c1ccc2ccccc2c1	2	8
Cn1c(SCC(N)=O)nnc1-c1cnccn1	3	-6

Not all compounds are listed; the hit share may differ from the screen's.
